TGFb inhibitor: TGF-b pathway inhibition | AID 588855 | HepG2 CAGA-GFP TGF-b/SMAD3 reporter, GFP fluorescence, 18 h; TGF-beta stimulated, 500 pg/mL final | Potency, µM (series often up to 46.1 µM), for the others: top-dose activity, negative = inhibition, usual class: inhibitors | actives 1.2% (n = 410,000); also: % is scaled to controls: 0 for no effect and ±100 for the full control effect; nearly all actives have a fitted effect of over 65% in size
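GFP signal (ex488/em500-530) from TGF-beta-stimulated HEPG2 CAGA-GFP cells, 500 pg/mL final, 18 h at 37 degrees C in DMEM plus 1% FBS, normalized to unstimulated and DMSO-stimulated controls.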
ATXN viability: cell viability loss in ATXN counter-screen | Potency, µM (doses to about 56.7 µM), usual class: cytotoxic | AID 651635 | S2 cells (HEK-293 line with an ATXN2-luciferase reporter) viability, CellTiter-Fluor protease fluorescence, 24 h | actives 0.49% (n = 400,000); also: nearly all actives have a fitted effect of over 40% in size
MCF10A rereplic: DNA re-replication induction in MCF 10a cells; MCF 10A DNA re-replication, Hoechst nuclear intensity, 48 h; Potency, µM (titrated, usually from 46.1 µM), inactives show top-dose activity, positive = re-replication, hits mostly activators; actives 2.9% (n = 350,000); AID 624296; also: % of control where 0% means no effect; nearly all actives have a fitted effect of over 50% in size
A549 viability: counter-screen for Nrf2 inhibitors: cytotoxicity in A549 cells. A549 ARE-Fluc cells, CellTiter-Fluor viability, 18-24 h. Potency, µM (doses to about 46 µM), for inactives: at the highest dose activity change, negative = cytotoxicity, most hits filed as inhibitors. actives 0.16% (n = 390,000); also: % is scaled to controls: 0 for no effect and ±100 for the full control effect
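A549 ARE-Fluc cells in 5% FBS OPTI-MEM, 5000 cells/well, rested 2 h then exposed to compounds in concentration-response for 18-24 h at 37 °C. Viability by CellTiter-Fluor fluorescence (Ex 405/Em 525) after 30 min; luciferase luminescence (BugLite, 15 min, RT) read afterwards.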
ATXN2 expr inh: inhibitors of ATXN2 expression; actives 0.72% (n = 360,000); Potency, µM (doses to about 57 µM), without a hit: at the top dose activity change, negative = inhibition, hits mostly inhibitors; HEK-293 ATXN2-luciferase reporter, luminescence, 24 h; AID 1745845; also: % is scaled to controls: 0 for no effect and ±100 for the full control effect; nearly all actives have a fitted effect of over 55% in size
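ATXN2-luciferase reporter cells (luciferase flanked by upstream and downstream ATXN2 gene portions) were treated 24 h at 37 °C with compounds at up to 57 uM. SteadyGlo luminescence gave expression; GF-AFC fluorescence gave viability.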
HepG2 tox: HepG2 cytotoxicity, counter-screen for TGF-b inhibitors. Potency, µM (titrated, usually from 46.1 µM), for the others: at the highest dose activity change, negative = cytotoxicity, usual class: cytotoxic. HepG2 CAGA-GFP viability, ATP luminescence, 18 h. actives 0.76% (n = 410,000). AID 588856; also: some results filed as inactive show a strong effect at the top dose
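HepG2 CAGA-GFP cells (1000/well, DMEM with 1% FBS) received compound, then TGF-beta at 500 pg/mL final, and were incubated 18 hours at 37 degrees C. Viability was read by CellTiter-Glo luminescence. Media-only wells were set as complete cell-killing and DMSO as no toxicity.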
Nrf2 activator: activators of Nrf2 (ARE) signaling; AID 624171; AREc32 ARE-luciferase reporter (MCF7-derived line), luminescence, 24 h; actives 0.31% (n = 410,000); Potency, µM (titrated, usually from 46.1 µM), without a hit: at the top dose activation, usual class: activators; also: % of control where 0% means no effect; nearly all actives have a fitted effect of over 65% in size
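Nrf2 activation is followed as ARE-luciferase induction in the AREc32 line after one day of compound treatment; luminescence is read with Steady-Glo.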
EPAC2 antagonist: antagonists of human EPAC2; Q8WZA2; EPAC2 GEF exchange of Rap1B-BODIPY-GDP, fluorescence; Potency, µM (highest dose often 114 µM), for the others: at the top dose activity, negative = inhibition, most hits filed as inhibitors; actives 0.18% (n = 360,000); AID 720708; also: % is scaled to controls: 0 for no effect and ±100 for the full control effect; nearly all actives have a fitted effect of over 45% in size; many of its hits are not listed in these tables
Target sequence (Q8WZA2 whole entry, looked up): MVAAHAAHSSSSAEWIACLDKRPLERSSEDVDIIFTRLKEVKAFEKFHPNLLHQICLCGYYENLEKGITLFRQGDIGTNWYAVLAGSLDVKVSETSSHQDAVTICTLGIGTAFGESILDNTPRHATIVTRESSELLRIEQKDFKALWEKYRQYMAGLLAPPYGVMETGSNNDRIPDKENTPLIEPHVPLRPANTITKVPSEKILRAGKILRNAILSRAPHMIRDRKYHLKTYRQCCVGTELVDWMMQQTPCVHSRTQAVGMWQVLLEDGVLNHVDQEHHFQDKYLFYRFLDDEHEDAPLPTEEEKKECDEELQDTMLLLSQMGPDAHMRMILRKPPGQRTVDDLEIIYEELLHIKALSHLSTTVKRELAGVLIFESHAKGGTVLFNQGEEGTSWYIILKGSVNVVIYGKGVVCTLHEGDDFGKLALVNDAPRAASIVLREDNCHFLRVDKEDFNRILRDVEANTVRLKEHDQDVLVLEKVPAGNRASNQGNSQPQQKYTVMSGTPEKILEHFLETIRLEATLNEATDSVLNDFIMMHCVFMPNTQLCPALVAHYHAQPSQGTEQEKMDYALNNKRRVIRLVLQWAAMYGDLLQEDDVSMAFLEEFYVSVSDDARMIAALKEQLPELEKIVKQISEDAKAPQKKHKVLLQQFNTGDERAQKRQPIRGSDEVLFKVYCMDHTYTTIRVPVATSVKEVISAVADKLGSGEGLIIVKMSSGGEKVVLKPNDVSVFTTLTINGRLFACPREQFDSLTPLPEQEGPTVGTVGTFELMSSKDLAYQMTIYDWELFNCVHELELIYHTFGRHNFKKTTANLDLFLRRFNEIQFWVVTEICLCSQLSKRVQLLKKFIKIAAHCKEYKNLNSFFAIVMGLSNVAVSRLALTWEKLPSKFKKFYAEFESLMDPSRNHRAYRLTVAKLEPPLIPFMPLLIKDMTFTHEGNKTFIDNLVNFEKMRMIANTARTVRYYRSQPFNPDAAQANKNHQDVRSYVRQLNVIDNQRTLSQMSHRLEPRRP
Nrf2 inh: Nrf2 pathway inhibition. A549 ARE-Fluc reporter, luciferase luminescence, 18-24 h. Potency, µM (series often up to 46 µM), for the others: top-dose activity change, negative = inhibition, hits mostly inhibitors. actives 2.1% (n = 360,000). AID 504444; also: % is scaled to controls: 0 for no effect and ±100 for the full control effect; nearly all actives have a fitted effect of over 60% in size
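A549 ARE_Fluc cells (5000/well, 5% FBS OPTI-MEM) pre-incubated 2 h, then treated with compounds 18-24 h at 37C/5% CO2 in concentration-response. CellTiter-Fluor viability read first; BugLite luciferase luminescence after 15 min at room temperature gives Nrf2 activity.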
An asterisk follows results filed as active; i = inactive; ? = inconclusive; nt = no result given; [ ] = dose if it differs, or a comment. Calls follow the shape of the dose curve; as a rule, active = well fitted curve in the direction sought with a large enough effect; inconclusive = small, poorly fitted or top-dose-only effect, or another doubt; inactive = no such curve, though single readings can be large; an effect the other way counts as inactive or inconclusive. Potency is read from the fitted curve at half-maximal effect. A portion of the library, so the mix of outcomes need not match the whole.

SMILES	TGFb inhibitor	ATXN viability	MCF10A rereplic	A549 viability	ATXN2 expr inh	HepG2 tox	Nrf2 activator	EPAC2 antagonist	Nrf2 inh
Cc1ccc(-c2csc3ncnc(SCC(=O)c4ccc5c(c4)OCCO5)c23)cc1	24%	i	14%	-10%	-11%	32%	-0.4%	-1%	?
CSc1ccccc1C(=O)Nc1cccc(C)c1	10%	?	2%	3%	8%	2%	-0.2%	4%	20%
CCN(CC(=O)NCc1cccs1)C(=O)c1cc(S(=O)(=O)N2CCCCC2)ccc1Cl	-1%	i	1%	-13%	-6%	-18%	-0.4%	-2%	-12%
Cn1c(Cc2ccccc2)nnc1SCC(=O)Nc1cccc(S(=O)(=O)NC2=NCCCCC2)c1	7%	?	-1%	-6%	-2%	17%	-0.8%	6%	-10%
O=C(NC1(C(F)(F)F)C(=O)Nc2c1c(=O)[nH]c(=O)n2-c1ccc(Cl)cc1)c1ccccc1F (centres undefined)	11%	nt	nt	9%	nt	9%	2.6%	nt	nt
Nc1n[nH]c(CO)n1	-3%	i	2%	0%	nt	1%	5.1%	8%	-2%
CCCCN(CCCC)C1=Nc2ccccc2N/C1=C(/C#N)C(=O)OCC	85%[activator]	i	?	0%	?	4%	-0.2%	-5%	nt
Cc1ccc(NS(=O)(=O)c2cccc(C(=O)N3CCCC(C)C3)c2)cc1 (centres undefined)	-6%	i	23%	-7%	3%	-22%	0.4%	-25%	?
COc1cc2c(cc1OC)CN(C(=S)NC(=O)c1ccccc1)CC2	4%	i	1%	-1%	-21%	1%	-0.2%	6%	2%
CC1=NN(C(C#N)c2ccccc2)C(C)(C)C1 (centres undefined)	10%	i	-7%	3%	nt	3%	-0.1%	1%[57.1 µM]	8%
COc1ccccc1CCNS(=O)(=O)c1c(C)n(C)c(=O)n(C)c1=O	3%	i	-7%	15%	3%	9%	-0.7%	1%	-2%
CCn1cc(/C=C(\NC(=O)c2ccccc2F)C(=O)N2CCN(C)CC2)c2ccccc21	-1%	?	nt	nt	nt	3%	0.4%	-4%	nt
CC(C)(O)C#Cc1ccc(CN2CCN(C3CCCCC3)C(CCO)C2)cc1 (centres undefined)	7%	i	14%	2%	0%	0%	0.6%	6%	-27%
CCn1nc(C)c(CN2CCC(C(=O)Nc3cccc(-c4cccc(F)c4)c3)CC2)c1C	?	i	-14%	17%	nt	2%	2.6%	-1%	17%
CCOC(=O)c1oc2cc(OCC(N)=O)ccc2c(=O)c1-c1ccc(OC)c(OC)c1	13%	i	-2%	-6%	6%	-2%	0.2%	-5%	-18%
C=CCNC(=S)NNC(=O)c1ccccc1	-8%	i	0%	10%	-7%	-10%	-0.7%	-3%	-14%
O=C(NCCc1ccc(Cl)cc1)C1CCN(S(=O)(=O)N2CCC3(CC2)OCCO3)CC1	0%	i	-1%	3%	7%	-2%	-0.5%	3%	4%
O=C1NC[C@H](CCCCN2CCN(Cc3ccccc3)C(=O)C2=O)N(Cc2ccccc2)C1=O	nt	i	nt	nt	1%	nt	-0.1%	0%	nt
Cc1cnc2c(c1SCC(=O)N(C)c1ccccc1)c(=O)n(C)c(=O)n2C	9%	i	nt	2%	10%	10%	1.7%	nt	nt
COc1ccc(CNC(=O)CCc2c(C)nc3cc(-c4ccccc4OC)nn3c2C)cc1	?	i	16%	14%	nt	-15%	-0.7%	0%	-25%
O=C(c1cc2sccc2n1Cc1ccccc1)N1CCN(c2nc3ccccc3s2)CC1	2%	i	2%	-17%	?	3%	0.0%	13%	?
Cc1nc(C(=O)N2CCc3c([nH]c4ccccc34)C2c2cc(F)ccc2F)cs1 (centres undefined)	-13%	i	?	7%	14%	-17%	0.3%	-13%	-8%
COc1ccc(C(C#N)CC(=O)c2ccc3c(c2)OCO3)cc1OC (centres undefined)	-5%	i	nt	nt	nt	-34%	-0.2%	-12%	nt
C=Cn1c(C(=O)O)cc(CC)c1-c1ccccc1	52%[activator]	i	584%[0.0737 µM]	5%	3%	4%	-0.4%	2%	6%
Cc1ccccc1-c1nnc(SCC(=O)N(C)C2CCS(=O)(=O)C2)n1C (centres undefined)	9%	i	-2%	2%	7%	1%	0.2%	4%	13%

Record cards, from the list above:
COc1ccc(CNC(=O)CCc2c(C)nc3cc(-c4ccccc4OC)nn3c2C)cc1 is entered as TGFb inhibitor: ?; ATXN viability: i; MCF10A rereplic: 16%; A549 viability: 14%; ATXN2 expr inh: nt; HepG2 tox: -15%; Nrf2 activator: -0.7%; EPAC2 antagonist: 0%; Nrf2 inh: -25%
O=C(NC1(C(F)(F)F)C(=O)Nc2c1c(=O)[nH]c(=O)n2-c1ccc(Cl)cc1)c1ccccc1F (centres undefined) is entered as TGFb inhibitor: 11%; ATXN viability: nt; MCF10A rereplic: nt; A549 viability: 9%; ATXN2 expr inh: nt; HepG2 tox: 9%; Nrf2 activator: 2.6%; EPAC2 antagonist: nt; Nrf2 inh: nt

(cont.)
SMILES	TGFb inhibitor	ATXN viability	MCF10A rereplic	A549 viability	ATXN2 expr inh	HepG2 tox	Nrf2 activator	EPAC2 antagonist	Nrf2 inh
CCOC(=O)c1c(NC(=O)Cn2ccsc2=N)sc(C)c1C	-12%	i	10%	-6%	-18%	-4%	1.7%	3%	29%
CCOC(=O)N1CCN(C(=O)c2ccc(CN(c3ccc(C)c(C)c3)S(C)(=O)=O)cc2)CC1	-1%	i	7%	-7%	-16%	-14%	4.2%	15%	?
Cc1cccc(NC(=O)CSc2nnc([C@@H]3CCCN3C(=O)OC(C)(C)C)o2)c1C	-6%	i	5%	-3%	-4%	0%	27%	7%	nt
COc1ccc(CN2CCCC(C(=O)N3CCCCC3)C2)c(OC)c1 (centres undefined)	-4%	i	0%	4%	9%	10%	0.2%	11%	1%
CC(=O)C1=CCC(c2cccs2)N(S(=O)(=O)c2ccc(C)cc2)C1 (centres undefined)	?	i	nt	nt	-25%	-25%	6.9%	-14%	nt
CCN(CC)C(=O)C1=C(C)N(CCCN2CCCC2=O)C(=O)C(CC(=O)NC2CCCCC2)C1 (centres undefined)	17%	i	nt	nt	0%	8%	-0.5%	9%	nt
O=C(Nc1nc2ccccc2[nH]1)C1CCN(C(=O)c2ccc(F)cc2)CC1	3%	i	-10%	6%	-5%	-8%	0.0%	-6%	-3%
O=C(CN1CCCc2ccccc21)Nc1ccc(F)cc1[N+](=O)[O-]	-14%	i	-7%	11%	-14%	-35%	0.2%	-9%	-10%
Cc1cc(C)cc(NC(=S)N2CCN(c3ncccn3)CC2)c1	2%	i	?	?	nt	0%	0.2%	-3%[57.1 µM]	?
Cc1ccc(OCC(=O)Nc2nnc(SCc3cc(=O)n4cccc(C)c4n3)s2)cc1	17%	nt	nt	-1%	nt	-4%	0.3%	nt	8%
COC(=O)c1ccc(NC(=O)CSc2ccc(-c3ccccn3)nn2)cc1	-5%	i	-17%	14%	-2%	-31%	5.9%	11%	3%
O=C1C=C(c2ccc3c(c2)OCO3)CCC1	-25%	i	1%	-2%	7%	-1%	0.1%	9%	9%
Cc1sc2nc(SCC(=O)OC(C)C)n(C)c(=O)c2c1C	2%	?	12%	-2%	-3%	-1%	2.6%	18%	2%
CCn1nnnc1SCC(=O)Nc1ccc2c(c1)OCCO2	12%	i	-1%	-2%	-3%	6%	0.3%	9%	?
O=C(OCCN1C(=O)c2ccccc2C1=O)c1cnccn1	0%	i	3%	17%	0%	20%	0.4%	-6%	2%
Cc1ccccc1NC(=O)CCS(=O)(=O)c1cccc2nonc12	2%	i	-14%	-22%	-2%	-3%	0.4%	4%	?
O=C(c1ccc([N+](=O)[O-])s1)N1CCCc2ccccc21	?	i	14%	0%	?	-92%	0.2%	-6%	-1%
CCC1CCc2nc3sc(C(=O)Nc4ccc(F)c(Cl)c4)c(N)c3cc2C1 (centres undefined)	5%	i	nt	6%	-5%	2%	-0.4%	nt	7%
C[C@H](CO)N1C[C@H](C)[C@@H](CN(C)C(=O)Nc2ccc(C(F)(F)F)cc2)Oc2ccc(NC(=O)C3CC3)cc2C1=O	?	i	-21%	7%	-7%	-31%	0.7%	-1%	6%
O=C1CCN(C(=O)c2cccs2)c2ccccc21	-3%	?	-39%[inhibitor]	-6%	9%	-7%	0.3%	3%	4%
Cc1cn([C@H]2C[C@H](O)[C@@H](CCC(=O)NCCc3cccs3)O2)c(=O)[nH]c1=O	3%	i	nt	nt	9%	-2%	-0.2%	12%	nt
COc1ccc(CC(=O)Nc2ccc(S(=O)(=O)Nc3ncccn3)cc2)cc1	?	i	0%	0%	6%	-6%	0.1%	2%	20%
Cc1ccc(NC(=O)Cn2c(=O)n(CC(=O)NCCc3ccccc3)c(=O)c3ccccc32)cc1	6%	i	nt	0%	-8%	0%	-1.1%	nt	6%
C/C(=N\NC(=O)c1cc(C2CC2)nc2ccccc12)c1ccc(C)s1	-2%	i	?	-9%	2%	0%	0.1%	-9%	-9%
CC(C)c1ccccc1NC(=S)NCCCn1ccnc1	12%	?	0.73µM*	3%	-18%	8%	-0.4%	1%	-5%
Nc1ccc(C(=O)OCC(=O)NC2CC2)cc1[N+](=O)[O-]	5%	i	-1%	-7%	nt	5%	0.3%	5%	16%
CSc1nc2ccccc2n1CC(=O)N1CCCCC1	20%	?	-2%	-18%	0%	13%	-0.1%	-10%[57.1 µM]	-4%

3 entries out of the list above, ordered by the value under EPAC2 antagonist, high to low:
smiles	Nrf2 activator	EPAC2 antagonist
CCOC(=O)N1CCN(C(=O)c2ccc(CN(c3ccc(C)c(C)c3)S(C)(=O)=O)cc2)CC1	4.2%	15%
CCn1nc(C)c(CN2CCC(C(=O)Nc3cccc(-c4cccc(F)c4)c3)CC2)c1C	2.6%	-1%
Cc1ccc(NS(=O)(=O)c2cccc(C(=O)N3CCCC(C)C3)c2)cc1 (centres undefined)	0.4%	-25%

Assay outcomes: PubChem, National Center for Advancing Translational Sciences (NCATS)
